# Screens deposited in PubChem by National Center for Advancing Translational Sciences (NCATS).
# PTHR1 agonist: activates the human parathyroid hormone receptor PTHR1 | Q03431 | HEK293 GP2 PTHR1 cells, GloSensor cAMP luminescence, 1 h | Potency, µM (doses to about 115 µM), for inactives: top-dose activation, actives largely listed as activators | 410,000 tested, 0.075% active; also: potency is read from the fitted curve at half-maximal effect; nearly all actives have a fitted effect of over 55% in size; some results filed as inactive show a strong effect at the top dose; inactives centre near -15; many of its hits are not listed in these tables
#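 HEK-293-derived GP2 cells expressing PTHR1 and a GloSensor cAMP reporter, 3,000/well, plated overnight, given luciferin plus IBMX (each 0.5 mM as added) for 1 h at 37 °C, then compound for 1 h at 37 °C. Luminescence was read after 15 min at room temperature.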
# HEK293 tox: cytotoxicity in counter-screen for GLP-1R inverse agonists; HEK293 cAMP-luciferase reporter cells, luminescence, 24 h; Potency, µM (titrated, usually from 38.3 µM), for the others: at the highest dose activity change, negative = inhibition, most hits filed as inhibitors; AID 624418; 410,000 tested, 0.13% active;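 also: loss of luciferase light is scored as toxicity; potency is read from the fitted curve at half-maximal effect; % is scaled to controls: 0 for no effect and ±100 for the full control effect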
#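 Seeding density was 200 cells/uL; after overnight-length (12 h) culture, 23 nL compounds went on for 24 h at 37 °C. Readout used a luciferase detection reagent, luminescence taken after 12 min at room temperature.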
# KB-V1 cytotox: kills drug-selected multidrug resistant KB-V1 cells; Potency, µM (series often up to 46.1 µM), without a hit: top-dose activity change, negative = cytotoxicity, usual class: cytotoxic; KB-V1 MDR cells viability, CellTiter-Glo, 72 h; 400,000 tested, 3.4% active; AID 1347076; also: potency is read from the fitted curve at half-maximal effect; % is scaled to controls: 0 for no effect and ±100 for the full control effect; nearly all actives have a fitted effect of over 60% in size
#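 Luminescent ATP read-out (CellTiter-Glo, 10 min) measures survival of drug-selected KB-V1 MDR cells after 72 h, 37 degrees C compound exposure. Medium: phenol-red-free DMEM, 10% FBS. Values from fitted concentration-response curves.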
# DRD3 antagonist: D3 dopamine receptor (human) antagonism | P35462 | D3R cells, DiscoveRx beta-arrestin luminescence, antagonist mode; stronger effect = lower value | max response, negative = inhibition, % | 360,000 tested, 2.5% active | AID 652054; in the data active = max response below about -50%; inconclusive = no clear call, values can overlap the other calls; also: % is scaled to controls: 0 for no effect and ±100 for the full control effect; mostly tested at two doses, the higher about 12 µM
# Target sequence (P35462 whole entry, looked up): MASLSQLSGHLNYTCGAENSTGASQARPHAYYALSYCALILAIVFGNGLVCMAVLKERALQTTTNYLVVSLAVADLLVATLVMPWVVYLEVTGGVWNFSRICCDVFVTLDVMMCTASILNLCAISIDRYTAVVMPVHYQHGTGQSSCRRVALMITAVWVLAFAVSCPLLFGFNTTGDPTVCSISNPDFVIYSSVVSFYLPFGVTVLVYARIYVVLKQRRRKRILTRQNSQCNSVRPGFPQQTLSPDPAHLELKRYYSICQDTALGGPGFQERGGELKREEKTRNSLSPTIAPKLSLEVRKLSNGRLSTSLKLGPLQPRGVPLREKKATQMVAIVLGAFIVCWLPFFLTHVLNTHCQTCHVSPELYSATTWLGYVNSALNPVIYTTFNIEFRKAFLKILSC
#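 Cells plated overnight at 1500 cells/well, then exposed to library compounds with dopamine controls for 90 minutes at 37 degrees C. DiscoveRx reagent added for 30–60 minutes at room temperature; luminescence read, quantitative HTS format.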
# GLP1R ag: agonists of human GLP-1 receptor | HEK293 GLP-1R CRE-luciferase, luminescence, 4-6 h; cells express a hypersensitive GLP-1R form | 380,000 tested, 0.007% active | P43220 | Potency, µM (top dose mostly 45.6 µM), for inactives: top-dose activation, actives largely listed as activators | AID 624172; also: potency is read from the fitted curve at half-maximal effect; % of control where 0% means no effect
# Target sequence (P43220 whole entry, looked up): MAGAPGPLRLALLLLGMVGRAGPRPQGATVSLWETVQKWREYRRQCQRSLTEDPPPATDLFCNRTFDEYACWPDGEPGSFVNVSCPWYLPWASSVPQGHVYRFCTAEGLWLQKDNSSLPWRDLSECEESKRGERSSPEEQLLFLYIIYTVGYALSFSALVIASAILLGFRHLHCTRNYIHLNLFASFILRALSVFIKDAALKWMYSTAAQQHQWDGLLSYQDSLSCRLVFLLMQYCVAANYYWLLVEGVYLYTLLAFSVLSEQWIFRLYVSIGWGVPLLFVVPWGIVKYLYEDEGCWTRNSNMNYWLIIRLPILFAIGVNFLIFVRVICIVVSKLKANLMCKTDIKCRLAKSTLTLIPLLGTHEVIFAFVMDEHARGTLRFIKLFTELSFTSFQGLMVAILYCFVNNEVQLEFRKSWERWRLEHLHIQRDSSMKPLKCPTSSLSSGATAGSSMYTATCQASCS
# D3 ag: activates the human D3 dopamine receptor | D3R DiscoveRx beta-arrestin cells, luminescence, 90 min | 410,000 tested, 0.58% active | P35462 | max activation, %; in the data active = max activation above about 30%; also: 0% is about no effect; mostly tested at two doses, the higher about 12 µM
#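 Cells at 1500/well, incubated overnight, then treated with pinned compounds (dopamine as control) for 90 min at 37 degrees C. DiscoveRx reagent added for 30 - 60 minutes at room temperature; luminescence read.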
# aSyn yeast inh: alpha-synuclein toxicity inhibition in yeast. Yeast expressing alpha-synuclein, growth rescue, BacTiter-Glo, 24 h. Potency, µM (highest dose often 46.1 µM), for the others: top-dose growth rescue (activation), hits mostly activators. 370,000 tested, 0.14% active. AID 652106; also: potency is read from the fitted curve at half-maximal effect; % of control where 0% means no effect; nearly all actives have a fitted effect of over 65% in size
#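 Screening used galactose-induced yeast with toxic alpha-synuclein levels, exposed to compound for 24 hr at 30 deg C. Cell growth, read with BacTiter-Glo luminescence, gave the measured signal.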
# TDP-43 yeast inh: inhibitors of TDP-43 toxicity in yeast | Potency, µM (series often up to 46.1 µM), for inactives: at the highest dose growth rescue (activation), hits mostly activators | TDP-43 expressing yeast growth rescue, BacTiter-Glo, 24 h | 410,000 tested, 1.8% active | AID 652104; also: potency is read from the fitted curve at half-maximal effect; % of control where 0% means no effect; nearly all actives have a fitted effect of over 50% in size
#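 Luminescence from BacTiter-Glo reports growth of TDP-43-expressing yeast after 24 hr at 30 deg C with compound. Cells were raffinose-pregrown to mid-log, then seeded in galactose medium at OD600=0.02.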
# GLP-1R inv ag: inverse agonists of human GLP-1 receptor. AID 624417. P43220. Potency, µM (highest dose often 38.3 µM), for the others: top-dose activity change, negative = inhibition, most hits filed as inhibitors. HEK293 GLP-1R CRE-luciferase, luminescence, 24 h; GLP-1R form is constitutively active. 410,000 tested, 1.6% active; also: potency is read from the fitted curve at half-maximal effect; % is scaled to controls: 0 for no effect and ±100 for the full control effect; nearly all actives have a fitted effect of over 55% in size
#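 Inverse agonists were sought by their lowering of basal cAMP reporter luciferase output in HEK293 cells stably carrying constitutively active human GLP-1R, after 24 h compound treatment.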
# * = called active by the depositor; i = inactive; ? = inconclusive; / = no result given; & = joins results of further samples; [ ] = remark or other dose. Unless noted, calls follow the shape of the dose curve; as a rule, active = well fitted curve in the direction sought with a large enough effect; inconclusive = small, poorly fitted or top-dose-only effect, or another doubt; inactive = no such curve, though single readings can be large; an effect the other way counts as inactive or inconclusive. The list is partial; the hit share may differ from the screen's.
SMILES,PTHR1 agonist,HEK293 tox,KB-V1 cytotox,DRD3 antagonist,GLP1R ag,D3 ag,aSyn yeast inh,TDP-43 yeast inh,GLP-1R inv ag
CSc1ccccc1COC(=O)Nc1ccccc1C,-19%,1%,?,-23,14%,0,4%,6%,?
CC(Nc1ccnc2cc(Cl)ccc12)c1ccc(S(N)(=O)=O)cc1 (stereo not given),-24%,-4%,10%,11,11%,24,2%,7%,13%
COc1cc2c(C(=O)N3CCN(c4cccc(C(F)(F)F)c4)CC3)cn(CC(C)C)c(=O)c2cc1OC,3%,-17%,?,/,/,-9,/,?,?
CC(NC(=O)CN1CCN(c2ncccn2)CC1)c1ccc(F)cc1 (stereo not given),i,1%,1%,0,-2%,-8,-14%,-15%,5%
CCOC(=O)C1CCCN(C(=O)C(C)(C)Oc2ccc(Cl)cc2)C1 (stereo not given),i,14%,?,-11,7%,-3,-7%,25%,?
CN(C)c1ccc(NC(=O)Nc2ccc3c(c2)nnn3C)cc1,i,-1%,12%,3,-2%,8,1%,8%,8%
O=C(NCC1CCCO1)c1ccc(CNS(=O)(=O)c2ccc(F)c(Cl)c2)cc1 (stereo not given),-20%,-10%[7.66 µM],?,-3,-1%,-8,2%,-5%,-23%[7.66 µM]
O=[N+]([O-])c1cccc(COc2ccc(CN3CCOCC3)cc2)c1,-34%[inhibitor],6%,-21%,0,-6%,-33,13%,-9%,?
CCOC(=O)[C@]12CCC=C1N(Cc1ccc3c(c1)OCO3)C(=O)[C@H](CC(=O)N1CCCC1)C2,-1%,-5%,?,2,1%,-4,2%,25%,8%
COc1ccccc1CNS(=O)(=O)c1ccc2c(c1)CCCN2C(C)=O,i,-3%,0%,8,12%,14,1%,-3%,8%
CCCc1c(O)nc(SCc2ccccc2)[nH]c1=O,i,-11%,16%,6,-12%,-1,3%,5%,-4%
CNC(=S)NCCc1c[nH]c2ccc(OC)cc12,i,-5%,-5%,-22,1%,-8,-7%,-13%,-7%
COc1ccc(/C=C/C(=O)NC(=S)Nc2ccc(S(=O)(=O)Nc3nccnc3OC)cc2)cc1,-34%,-1%,?,-62*,2%,-9,4%,6%,0%
CCOc1ccc(S(=O)(=O)N2CCCCC2)cc1NC(=O)c1cccnc1OCC,i,0%,4%,12,-6%,2,-1%,1%,8%
CCc1c(O)nc(SCc2ccc(F)cc2)[nH]c1=O,-9%,3%,?,17,1%,3,1%,1%,5%
COc1cccc(-c2cc(C(=O)NN3CCOCC3)c3ccccc3n2)c1,i,-9%,?,3,-3%,-2,-5%,8%,0%
c1ccc(Cn2ncc3c(N4CCN(c5ccccc5)CC4)ncnc32)cc1,-93%[inhibitor],1%,?,44,-1%,11,-2%,-1%,24%
Cc1cc(C)c(NC(=O)C2CCCN(S(=O)(=O)c3c(C)noc3C)C2)c(C)c1 (stereo not given),-1%,-2%,-3%,/,-2%,-8,/,-5%,-11%
CCN(CC)CCn1c(=S)[nH]c2cc(C(=O)NCc3ccccc3)ccc2c1=O,-36%[inhibitor],-8%,6%,3,0%,3,-1%,2%,-4%
CC/C=C(\NC(C)=O)c1ccccc1,-24%,-1%,11%,-20,-10%,6,3%,23%,13%
CC(=O)Nc1ccc(S(=O)(=O)Nc2cccc(N(C)S(C)(=O)=O)c2)cc1,-2%,7%,0%,0,-2%,2,0%,4%,-3%
O=c1cc(CN2CCCCC2)c2c(ccc3ccccc32)o1,-11%,4%,1%,14,6%,2,-5%,0%,-22%
CCOC(=O)c1c(CSc2ccccc2)n(C)c2cc(Br)c(OC)c(O)c12,-13%,-13%,1%,50,15%,3,3%,4%,?
CCn1c(=N)c(C(=O)NC2CCCC2)cc2c(=O)n3ccccc3nc21,i,89%[activator],0%,/,1%,1,/,9%,18%
CCC(C)[C@@H](C(=O)Nc1ccc(OC)c(OC)c1)N1Cc2ccccc2C1=O (stereo not given in full),i,?,-17%,?,22%,-12,16%,?,22%
COCCn1c(SCC(=O)c2ccccc2)nc2c(c1=O)SCC2,-6%,3%,-7%,?,8%,-9,-6%,19%,6%
CCOC(=O)N1CCC(Nc2c(Nc3cccc(CC)c3)c(=O)c2=O)CC1,i,-3%,17%,-62*,-16%,-33,-32%[inhibitor],-13%,0%
CCOCc1nnc(NC(=O)c2cc(Cl)ccc2OC)s1,i,4%,-14%,7,15%,-2,11%,13µM*,27%
CCOC(=O)C(NC(=O)Nc1ccc(Cl)cn1)(Oc1ccccc1)C(F)(F)F (stereo not given),-1%,0%,0%,5,0%,24,4%,16%,6%
Cc1cc(C(=O)OCC(=O)NCCCN2CCCC2=O)c2ccccc2n1,i,-3%,-12%,36,-4%,-4,-10%,17%,-8%

# A stretch from the list above, as a working copy:
SMILES,PTHR1 agonist,HEK293 tox,KB-V1 cytotox,DRD3 antagonist,GLP1R ag,D3 ag,aSyn yeast inh,TDP-43 yeast inh,GLP-1R inv ag
CCOC(=O)N1CCC(Nc2c(Nc3cccc(CC)c3)c(=O)c2=O)CC1,i,-3%,17%,-62*,-16%,-33,-32%[inhibitor],-13%,0%
CCOCc1nnc(NC(=O)c2cc(Cl)ccc2OC)s1,i,4%,-14%,7,15%,-2,11%,13µM*,27%
CCOC(=O)C(NC(=O)Nc1ccc(Cl)cn1)(Oc1ccccc1)C(F)(F)F (stereo not given),-1%,0%,0%,5,0%,24,4%,16%,6%
Cc1cc(C(=O)OCC(=O)NCCCN2CCCC2=O)c2ccccc2n1,i,-3%,-12%,36,-4%,-4,-10%,17%,-8%

# (more compounds)
SMILES,PTHR1 agonist,HEK293 tox,KB-V1 cytotox,DRD3 antagonist,GLP1R ag,D3 ag,aSyn yeast inh,TDP-43 yeast inh,GLP-1R inv ag
COc1ccc2c(C)cc(N3CCN(c4ccc(F)cc4)CC3)nc2c1,-25%[57.5 µM],18%,?,-23,-1%,-10,0%,-16%,-24%
CCn1ncc(C2=NOC(C(=O)Nc3cc(OC)c(Cl)cc3OC)C2)c1C (stereo not given),i,-9%,-11%,27,-3%,2,0%,-23%,4%
O=C1N=C(N2CCc3ccccc3C2)S/C1=C\c1cccc(O)c1,-24%,4%,?,-10,2%,-54,15%,16%,15%
CC(OC(=O)c1ccc(F)cc1)C(=O)Nc1nc(-c2cccc([N+](=O)[O-])c2)cs1 (stereo not given),-38%[inhibitor],6%,21µM*,3,-6%,6,-17%,17%,8%
Cc1nn(C)c(C)c1NC(=O)c1ccc(Cl)cc1,i,-1%,?,2,9%,3,-8%,11%,-2%
CN(CC(CC(=O)Nc1nncs1)c1ccccc1)S(=O)(=O)c1ccc(Br)cc1 (stereo not given),-93%[inhibitor],-5%,9%,-25,5%,2,4%,2%,-25%
CCOC(=O)N1CCN(C2CCCN(C(=O)c3ccccc3N(C)C)C2)CC1 (stereo not given),14%,9%,-17%,-7,1%,-12,-1%,-9%,3%
Cc1ccsc1CN(C)C(=O)CN1C(=O)NC(c2ccccc2)(c2ccccc2)C1=O,-4%,4%,10%,6,9%,5,18%,21%,?
O=C(CSCc1ccc(Cl)cc1)NN=C1CCCC1,i,-2%,5%,7,0%,0,-11%,10%,-5%
O=C(CSc1ncn[nH]1)Nc1ccccc1Sc1ccccc1,i,-3%,15µM*,28,11%,0,5%,0%,-9%
O=C(NCCc1csc(-c2ccccc2)n1)c1cccs1,-33%[inhibitor],2%,11%,13,6%,-2,-2%,?,?
CCOC(=O)[C@H](CCc1ccccc1)N[C@@H](C)C(=O)N1[C@H](C(=O)O)C[C@@H]2CCC[C@@H]21,-23%,-6%,?,25,0%,17&5,12%,23%,-6%
CCc1ccc(OCC(O)CN2CCC(CN3C(=O)c4cccc5cccc(c45)C3=O)CC2)cc1 (stereo not given),-4%,-11%,?,-12,1%,-22,-7%,-4%,14%
Cn1c(=O)c(=O)n(C)c2cc(S(=O)(=O)CCC(=O)Nc3c(F)c(F)c(F)c(F)c3F)ccc21,-20%,10%,?,-10,-5%,2,1%,-8%,11%
COc1ccc(CCNC(=O)N2CCOCC2)cc1,-11%[57.5 µM],2%,7%,9,-7%,2,-4%,-5%,3%
CCC(=O)Nc1cccc(NC(=O)CSc2nnnn2C)c1,i,-1%,-11%,?,-1%,-4,1%,-21%,7%
Cc1onc(-c2ccccc2)c1C(=O)n1cccn1,i,-9%,4%,4,3%,0,9%,17%,5%
CCOC(=O)C1CCN(C(=O)Cn2cnc3sc(C)c(S(=O)(=O)N4CCCCC4)c3c2=O)CC1,-11%,-1%,-20%,9,1%,4,2%,-22%,-4%
Cc1c(C(=O)N2CCOCC2)sc(NC(=O)Cc2ccccc2)c1C#N,i,-10%[0.307 µM],-16%,-23,-1%,2,3%,8%,10%[0.307 µM]
CCOC(=O)N1CCC(NC(=O)c2cccnc2SC)CC1,i,12%,0%,4,12%,5,-2%,-2%,23%
CCC(=O)C1=C(c2cccc([N+](=O)[O-])c2)N(C(=O)CC)n2c(nnc2C2CCCCC2)S1,i,3%,/,/,/,-8,/,24%,-5%
CCOC(=O)CN1NC2(CCCCCCC2)NC1=S,i,-3%,9%,9,-1%,2,-3%,19%,3%
CC(C)NC(=O)CSc1nccc(-c2cccs2)n1,i,16%,-11%,-1,-3%,-21,-2%,-4%,7%
COc1ccc2ccccc2c1/C=N/NC(=S)NCCN1CCOCC1,?,?,0%,-11,13%,-4,1%,-22%,?
COc1ccc(OC)cc1,-16%,-3%,28%&0%,0,7%,6,0%,1%,-8%
CC(C)c1nc2ccc(C(=O)NCc3ccccc3Br)cc2o1,-1%,1%,/,/,/,-2,/,1%,-22%
COc1ccc(/C=C/C(=O)Nc2cccc(C(C)=O)c2)cc1,-44%[inhibitor],17%[1.53 µM],?,19,-1%,4,-13%,-9%,-25%
